TGFb SMAD3 inh: qHTS for Inhibitors of TGF-b | HepG2 CAGA-GFP TGF-b/SMAD3 reporter, GFP fluorescence, 18 h; TGF-beta stimulated, 500 pg/mL final | Potency, µM (titrated, usually from 46.1 µM), for inactives: top-dose activity, negative = inhibition, hits mostly inhibitors | hit rate 1.2% among 410,000; note: % is set by controls: 0 for no effect and ±100 for the full control effect; nearly all actives have a fitted effect of over 65% in size
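TGF-beta reporter screen: HEPG2 CAGA-GFP, 1% FBS, 500 pg/mL TGF-beta final, 18 h; per-cell GFP summed per well; curves fitted and categorized by class.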
ATXN viability: Viability Counterscreen for Primary qHTS for Inhibitors of ATXN expression; S2 cells (HEK-293 line with an ATXN2-luciferase reporter) viability, CellTiter-Fluor protease fluorescence, 24 h; Potency, µM (doses to about 56.7 µM), actives largely listed as cytotoxic; hit rate 0.49% among 400,000; note: nearly all actives have a fitted effect of over 40% in size
HepG2 tox: qHTS for Inhibitors of TGF-b: Cytotox Counterscreen; hit rate 0.76% among 410,000; HepG2 CAGA-GFP viability, ATP luminescence, 18 h; Potency, µM (highest dose often 46.1 µM), for inactives: at the highest dose activity change, negative = cytotoxicity, most hits filed as cytotoxic; AID 588856, 2011; note: some results filed as inactive show a strong effect at the top dose
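HepG2 CAGA-GFP cells (1000/well, DMEM with 1% FBS) received compound, then TGF-beta at 500 pg/mL final, and were incubated 18 hours at 37 degrees C. Viability was read by CellTiter-Glo luminescence. Media-only wells were set as complete cell-killing and DMSO as no toxicity.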
Nrf2 activator: qHTS of Nrf2 Activators. hit rate 0.31% among 410,000. AID 624171, 2012. Potency, µM (doses to about 46.1 µM), for inactives: at the top dose activation, actives largely listed as activators. AREc32 ARE-luciferase reporter (MCF7-derived line), luminescence, 24 h; note: % of control where 0% means no effect; nearly all actives have a fitted effect of over 65% in size
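ARE-driven firefly luciferase activity in AREc32 cells measured after a 24 hr compound exposure at 37 deg C, using Steady-Glo reagent and a 30 min room-temperature hold.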
EPAC2 antagonist: qHTS for Antagonist of cAMP-regulated guanine nucleotide exchange factor 2 (EPAC2): primary screen; EPAC2 GEF exchange of Rap1B-BODIPY-GDP, fluorescence; Rap guanine nucleotide exchange factor 4 (Homo sapiens), Q8WZA2; hit rate 0.18% among 360,000; Potency, µM (doses to about 114 µM), for the others: top-dose activity, negative = inhibition, most hits filed as inhibitors; note: % is set by controls: 0 for no effect and ±100 for the full control effect; nearly all actives have a fitted effect of over 45% in size; many of its hits are not listed in these tables
Target sequence (Q8WZA2 whole entry, looked up): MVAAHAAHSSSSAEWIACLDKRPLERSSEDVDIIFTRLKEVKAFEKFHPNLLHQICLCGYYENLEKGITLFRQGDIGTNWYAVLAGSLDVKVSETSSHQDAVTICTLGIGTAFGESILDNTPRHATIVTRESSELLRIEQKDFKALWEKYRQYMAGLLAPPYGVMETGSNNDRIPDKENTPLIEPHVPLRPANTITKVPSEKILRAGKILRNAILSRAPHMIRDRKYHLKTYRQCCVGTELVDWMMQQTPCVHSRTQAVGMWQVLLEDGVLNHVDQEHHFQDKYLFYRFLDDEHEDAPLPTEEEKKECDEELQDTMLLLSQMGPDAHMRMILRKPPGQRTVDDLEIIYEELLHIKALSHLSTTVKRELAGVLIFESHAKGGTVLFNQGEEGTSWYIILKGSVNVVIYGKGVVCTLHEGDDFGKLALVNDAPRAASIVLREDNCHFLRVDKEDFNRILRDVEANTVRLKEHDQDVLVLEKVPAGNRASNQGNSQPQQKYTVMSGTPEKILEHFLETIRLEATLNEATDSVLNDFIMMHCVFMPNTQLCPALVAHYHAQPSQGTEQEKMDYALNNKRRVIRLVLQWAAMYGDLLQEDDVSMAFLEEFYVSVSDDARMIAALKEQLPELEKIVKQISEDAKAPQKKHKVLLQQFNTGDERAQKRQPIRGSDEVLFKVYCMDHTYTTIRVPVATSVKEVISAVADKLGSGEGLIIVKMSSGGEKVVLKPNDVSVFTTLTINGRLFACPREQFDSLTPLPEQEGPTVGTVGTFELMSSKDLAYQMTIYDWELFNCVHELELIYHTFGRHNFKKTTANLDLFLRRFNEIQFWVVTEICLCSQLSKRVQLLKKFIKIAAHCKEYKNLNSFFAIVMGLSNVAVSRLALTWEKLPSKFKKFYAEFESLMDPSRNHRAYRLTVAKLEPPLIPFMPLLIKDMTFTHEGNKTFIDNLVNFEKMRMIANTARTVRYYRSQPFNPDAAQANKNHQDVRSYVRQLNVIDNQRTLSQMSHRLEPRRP
Nrf2 block: Nrf2 qHTS screen for inhibitors; A549 ARE-Fluc reporter, luciferase luminescence, 18-24 h; Potency, µM (doses to about 46 µM), for inactives: at the highest dose activity change, negative = inhibition, actives largely listed as inhibitors; hit rate 2.1% among 360,000; AID 504444, 2011; note: % is set by controls: 0 for no effect and ±100 for the full control effect; nearly all actives have a fitted effect of over 60% in size
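Two sequential reads on A549 ARE_Fluc cells exposed to compound for 18-24 h: a CellTiter-Fluor fluorescence read for viability, then a luciferase luminescence read for Nrf2/ARE activity.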
MCF10A rerep: A quantitative high throughput screen for small molecules that induce DNA re-replication in MCF 10a normal breast cells | MCF 10A DNA re-replication, Hoechst nuclear intensity, 48 h | Potency, µM (highest dose often 46.1 µM), inactives show top-dose activity, positive = re-replication, usual class: activators | AID 624296, 2012 | hit rate 2.9% among 350,000; note: % of control where 0% means no effect; nearly all actives have a fitted effect of over 50% in size
ATXN2 expr inh: Primary qHTS for Inhibitors of ATXN expression. HEK-293 ATXN2-luciferase reporter, luminescence, 24 h. Potency, µM (doses to about 57 µM), for the others: at the highest dose activity change, negative = inhibition, hits mostly inhibitors. hit rate 0.72% among 360,000. AID 1745845, 2022; note: % is set by controls: 0 for no effect and ±100 for the full control effect; nearly all actives have a fitted effect of over 55% in size
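qHTS (up to 57 uM final) was run with 24 h compound exposure of reporter cells at 37 °C. Each well was multiplexed: SteadyGlo luminescence measured ATXN2-luciferase expression after a fluorogenic Gly-Phe-AFC viability readout (25 uM final).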
A549 viability: Nrf2 qHTS screen for inhibitors: counterscreen for cytotoxicity | AID 504648, 2011 | hit rate 0.16% among 390,000 | A549 ARE-Fluc cells, CellTiter-Fluor viability, 18-24 h | Potency, µM (titrated, usually from 46 µM), for inactives: at the highest dose activity change, negative = cytotoxicity, usual class: inhibitors; note: % is set by controls: 0 for no effect and ±100 for the full control effect
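A549 ARE_Fluc cells in 5% FBS OPTI-MEM were exposed to compounds in concentration-response for 18-24 h at 37 deg C. Viability was read by CellTiter-Fluor fluorescence (Ex 405/Em 525) after 30 min, before the luciferase read.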
Starred values were filed as active, the others as inactive; i = inactive; ? = inconclusive; / = not tested or not shown; & = joins results of further samples; [ ] = another dose, or the depositor's remark. Calls come from the whole dose curve; as a rule, active = well fitted curve in the direction sought with a large enough effect; inconclusive = small, poorly fitted or top-dose-only effect, or another doubt; inactive = no such curve, though single readings can be large; an effect the other way counts as inactive or inconclusive. Potency is the fitted concentration of half-maximal effect. Some of the compounds tested; the hit share may differ from the screen's.

SMILES | TGFb SMAD3 inh | ATXN viability | HepG2 tox | Nrf2 activator | EPAC2 antagonist | Nrf2 block | MCF10A rerep | ATXN2 expr inh | A549 viability
CCCCN1C(=O)C(O)(CC(=O)c2ccccn2)c2ccccc21 (configuration not stated) | 6% | i | 0% | 2.2% | -6% | 19% | 16% | -5% | 5%
O=C(/C=C/c1ccc(S(=O)(=O)N2CCOCC2)cc1)NC(=S)Nc1ccc(N2CCOCC2)cc1 | -5% | i | -18% | 0.4% | -1% | -7% | -1% | 1% | -7%
N#Cc1c(CSCC(=O)O)cc(=O)n2c1[nH]c1ccccc12 | 0% | i | -5% | 0.5% | 17% | 0% | -3% | -13% | -1%
C=CCNc1nc(N)c(C(=O)Nc2cc(C)on2)s1 | -25% | i | -18% | 0.8% | -1% | ? | 0% | 13% | -6%
Cc1cc(N2CCOCC2)n2nc(C)c(-c3ccccc3Cl)c2n1 | -12% | i | -2% | 0.4% | -8% | 16µM* | -2% | -7% | ?
NC(=O)C1CCN(C(=O)c2ccc(NC(=O)c3nsc4ccccc34)cc2)CC1 | 2% | i | -24% | -2.5% | / | / | / | -18% | -19%
COc1ccc(CP(=O)(c2ccccc2)c2ccccc2)cc1 | -3% | i | 2% | 0.3% | -1% | -11% | ? | 3% | -3%
CCC(C)NC(=O)C(=O)NCc1ccccn1 (configuration not stated) | -5% | i | -3% | -0.1% | -9% | 8% | -9% | -1% | ?
COC(c1ccccc1)c1nnc(CCC(=O)N(C)C(C2CC2)C2CC2)o1 (configuration not stated) | -4% | i | 4% | 2.6% | 5% | ? | -2% | 20%[11.3 µM] | -2%
CCCCN1C(=O)c2ccc(C(=O)NCc3ccco3)cc2C1=O | -3% | i | -4% | 3.6% | 0% | 6% | -1% | 6% | 0%
CN(C(=O)c1ccccc1Cl)c1ccccc1C(=O)NCCc1ccccc1 | 0% | ? | -12% | 0.1% | -2% | 20% | 0% | 6% | -6%
O=C(CSc1nc2ccccc2c(=O)[nH]1)c1ccc(O)cc1O | 9% | i | -1% | 3.2% | -2% | ? | 9% | 13%[11.3 µM] | 3%
Cc1ccc(-c2nn3c(C)nnc3s2)cc1NC(=O)c1cccnc1 | -7% | i | 6% | 3.1% | 6% | -2% | 0% | -5% | -10%
CN(C)c1ccc(/C(=N\O)c2ccccc2)cc1 | 22% | i | -43% | 0.5% | -6% | / | -16% | 49%[activator] | 12%
O=C(CNC(=O)c1ccc([N+](=O)[O-])cc1)c1ccccc1 | 11% | i | -5% | -0.2% | 1% | / | -10% | 48%[activator] | -3%
CCOC(=O)CCc1nc2ccccc2[nH]1 | -4% | i | -6% | -0.3% | 1% | -1% | 18% | 15% | -5%
CCOC(=O)C(Cc1nc(OCc2ccccc2)cc(OCc2ccccc2)n1)=NO | ? | ? | -80% | 1.9% | -10% | 13% | 21µM* | ? | -1%
Clc1cccc(C2Nc3cccc4cccc(c34)N2)c1 | 15% | i | 1% | 2.6%[9.22 µM] | 0% | 4% | -13% | 4% | -8%
CCOC(=O)N1CCC(NCCNC(=O)c2ccc(Cl)cc2)CC1 | -3% | i | -18% | 0.0% | -8% | 5% | -2% | -9% | 5%
COc1ccc(Cn2cc(CN3CCOCC3)nn2)cc1 | 4% | i | 1% | 0.1% | 7% | / | / | 14% | /
CC(C)[C@H](NC(=O)[C@@H]1Cc2ccccc2CN1)C(=O)Nc1ccc2c(c1)OCO2 | 9% | i | 2% | 0.6% | 3% | 9% | -4% | 2% | -6%
C#Cc1ccc(CN2CCC(Oc3cc(C(=O)NC4CC4)ccc3OC)CC2)cc1 | -2% | / | -3% | 0.5% | -5% | 4% | -9% | / | -7%
CCCCCc1ccc(C(=O)CCCC)c(=S)[nH]1 | -5% | ? | -33% | 6.8% | 5% | ? | ? | ? | -5%
O=C(COc1ccc2ccccc2c1)NC1CC(=O)N(c2ccccc2)C1 (configuration not stated) | -30% | / | -13% | 6.0% | / | / | / | / | 17%
CC(C)c1ccc(OCC(=O)NC(C)c2ccccc2)cc1 (configuration not stated) | -4% | i | -1% | 0.5% | -4% | -2% | 8% | 10% | 9%
O=S(=O)(c1ccc(F)c(F)c1)N1CCN(c2ccccn2)CC1 | 0% | i | 1% | 0.3% | 1% | ? | -2% | / | 13%
COc1ccc2c(c1)c1c(c(=O)n(Cc3ccccc3)c(=O)n1CC(=O)Nc1ccccc1F)n2C | 2% | i | -3% | 0.4% | / | ? | / | 2% | 14%
NC(=NCCc1ccccc1)NS(=O)(=O)c1ccc2ccccc2c1 | 0% | i | 6% | 0.3% | 0% | 6% | -14% | -2% | -1%
O=C(N/N=C/c1ccncc1)c1ccccc1 | 17% | i | -3% | 4.2% | -1% | 2% | -3% | 6% | -2%
Cc1ccc(NC(=O)CSc2nncn2N)cc1C | -8% | i | 0% | 0.7% | 3% | 14% | 4% | / | -1%
Cc1ccccc1NC(=S)N(CCN1CCOCC1)Cc1ccccc1F | -1% | i | 4% | 0.1% | -1% | 2% | 3% | -12% | 5%
COCC(C)n1c(SCC(=O)N2CCc3ccccc3C2)nc2ccccc2c1=O (configuration not stated) | -8% | i | -3% | 0.1% | -10% | ? | -1% | -27% | 0%
Cc1c(C(=O)Nc2ccc(C(C)C)cc2)sc2nc3n(c(=O)c12)CCC3 | 144%[activator] | / | -25% | 0.3% | / | -13% | / | / | 11%
CCC(=O)c1ccc(N2CCN(C(=O)c3ccccc3F)CC2)c(F)c1 | -25% | i | -6% | 2.7% | 1% | -19% | 2% | -8% | 0%
CC1(C)SC2C(NC(=O)COc3ccccc3)C(=O)N2C1C(=O)O (configuration not stated) | 8%&-8% | i | 18%&-40% | 0.6%&-0.7% | 2%&-4% | 2%&-5% | 0%&-1% | -2% | 1%&0%
CC1CN(C(=O)/C=C/c2cccc([N+](=O)[O-])c2)CC(C)O1 (configuration not stated) | 5% | i | 15% | 11% | -5% | / | -2% | -2% | 0%

Profiles as entered above. Values in the order: TGFb SMAD3 inh | ATXN viability | HepG2 tox | Nrf2 activator | EPAC2 antagonist | Nrf2 block | MCF10A rerep | ATXN2 expr inh | A549 viability
Cc1ccc(NC(=O)CSc2nncn2N)cc1C as listed: -8% | i | 0% | 0.7% | 3% | 14% | 4% | / | -1%
COCC(C)n1c(SCC(=O)N2CCc3ccccc3C2)nc2ccccc2c1=O (configuration not stated) as listed: -8% | i | -3% | 0.1% | -10% | ? | -1% | -27% | 0%
CCC(=O)c1ccc(N2CCN(C(=O)c3ccccc3F)CC2)c(F)c1 as listed: -25% | i | -6% | 2.7% | 1% | -19% | 2% | -8% | 0%
COc1ccc2c(c1)c1c(c(=O)n(Cc3ccccc3)c(=O)n1CC(=O)Nc1ccccc1F)n2C as listed: 2% | i | -3% | 0.4% | / | ? | / | 2% | 14%

Next section
SMILES | TGFb SMAD3 inh | ATXN viability | HepG2 tox | Nrf2 activator | EPAC2 antagonist | Nrf2 block | MCF10A rerep | ATXN2 expr inh | A549 viability
CC(=O)c1cc(CN2CCC(N3CCC(C(=O)NC(C)C)CC3)CC2)cs1 | -8% | i | 3% | -0.7% | -4% | 20% | -2% | -7% | 2%
Fc1ccccc1-n1ncc2c1ncn1nc(Cc3ccccc3)nc21 | / | / | -3% | 3.8% | / | ? | / | / | 0%
COc1cc2c(cc1OC)[C@@H](NC(=O)Cc1ccc(F)cc1)[C@H](OCc1ccccc1)C2 | -11% | i | -15% | 0.7% | 10% | -1% | ? | 1% | 0%
COc1ccc(C2C(C(N)=O)=C(C)Nc3nc(SCc4ccccc4Cl)nn32)cc1OC (configuration not stated) | 10% | i | -13% | -0.4% | / | -2%[9.27 µM] | / | 8% | -2%
O=C(/C=C/c1cccs1)Nc1cccc(NC(=O)/C=C/c2cccs2)n1 | 1% | i | -19% | 0.5% | -1% | -25% | 18µM* | -22% | -18%
Cc1cc(C(=O)CN2C(=O)NC(C)(CC(C)C)C2=O)c(C)n1-c1ccc2c(c1)OCO2 (configuration not stated) | -8% | ? | -25% | 2.1% | -12% | 1% | ? | -5% | 0%
Cc1cc(C)n(-c2ccc(Cl)c(C(=O)NCc3ccccc3)n2)n1 | 8% | i | -5% | 0.3% | -2% | ? | -9% | -10% | -10%
CCCc1nnc(NC(=O)CCC(=O)N2CCN(Cc3ccc(C)cc3C)CC2)s1 | ? | i | -22% | 0.0% | -15% | -7% | 3% | -13% | 2%
COc1cc(/C=N/n2nnnc2N)ccc1OCC(N)=O | 21% | i | 13% | 3.1% | -1% | -10% | 5% | / | -7%
O=C(NCc1ccco1)C1CCN(S(=O)(=O)N2CCC3(CC2)OCCO3)CC1 | 2% | i | -2% | 0.3% | 5% | -15% | ? | 0% | 1%
Cc1cc(C(N)=O)c2cc(Br)ccc2n1 | -12% | i | -5% | -0.2% | -1% | -18% | 1% | -2% | 0%
Cc1c(NC(=S)NNC(=O)CCC(=O)O)c(=O)n(-c2ccccc2)n1C | 1% | i | 0% | -0.9% | 0% | 0% | 0% | 0% | 0%
Cc1cc(C)nc(NS(=O)(=O)c2ccc(NS(=O)(=O)c3ccccc3)cc2)n1 | 1% | i | -6% | -0.5% | -2% | -22% | 5% | -6% | 1%
O=[N+]([O-])c1ccc(N/N=C/c2cn(-c3ccccc3)nc2-c2ccccc2)cc1 | -6% | i | -37% | 2.1% | -9% | -15% | 1.6µM* | -2% | ?
COC(=O)c1oc2ccccc2c1NC(=O)c1ccccc1O | -19% | i | 0% | 11% | 4% | 18% | -34%[inhibitor] | -21% | 9%
Cc1ccccc1C1C(C#N)=C2N=C(N)c3c(sc4c3CCCCC4)N2C2=C1C(=O)CCC2 (configuration not stated) | -1% | i | -21% | 0.1% | 0% | ? | 0% | -24% | -20%
O=C1C2C(C(=O)N1Cc1ccco1)C1C=CC2C12CC2 (configuration not stated) | 2% | i | 4% | -0.5% | 17% | 4% | 3% | 4% | -14%[1.84 µM]
Cc1cccc(NCc2ccccc2O)c1C | ? | ? | -42% | 22% | -6% | 11% | 0% | -9% | -2%
CC(=O)Nc1ccc(/C=N/N2CCCCC2)cc1 | 9% | i | 0% | 4.2% | -2% | ? | -1% | 32% | 6%

Bioassay records from PubChem BioAssay.
